# Assay outcomes: PubChem BioAssay, several laboratories
# NPR2 activator: GC-B (human) receptor activation | hit rate 0.11% among 370,000 | HEK293-GC-B cells, CNP EC30, cGMP TR-FRET; 0% at EC30 CNP, 100% saturating CNP | activation, % at 10 µM;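 active = activation at 10 µM reaching about 35% in either raw or pattern-adjusted values, limit read from the data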
# mABHD4 FP: ABHD4 (mouse) inhibition, primary FP screen; AID 720543; inhibition, % at 8.92 µM; hit rate 0.54% among 370,000; Q8VD66; purified mABHD4, FP-Rh probe fluorescence polarization;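 active = inhibition exceeding the mean over every tested compound plus 3 SD, cut at about 30% in these data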;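 also: 0% = plate median of compound wells and 100% = S159A mutant with DMSO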
# Target sequence (Q8VD66 whole entry, looked up): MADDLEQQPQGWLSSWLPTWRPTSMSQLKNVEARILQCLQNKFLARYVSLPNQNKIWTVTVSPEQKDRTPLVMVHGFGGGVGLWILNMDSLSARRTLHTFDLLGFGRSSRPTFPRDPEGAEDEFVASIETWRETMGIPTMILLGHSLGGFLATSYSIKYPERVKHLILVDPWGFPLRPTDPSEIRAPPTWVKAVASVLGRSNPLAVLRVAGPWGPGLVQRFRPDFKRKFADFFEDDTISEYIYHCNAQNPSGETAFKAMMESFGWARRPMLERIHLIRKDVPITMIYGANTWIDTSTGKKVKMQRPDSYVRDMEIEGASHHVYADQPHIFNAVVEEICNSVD
#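 Test system: mouse ABHD4 enzyme, wild type. Reagent: FP-Rh fluorescent activity-based probe, added after compound pre-incubation. Timing: pre-incubation 45 min, probe exposure 60 min, at 25 °C. Technique: FP readout, ex 525 nm / em 598 nm. Benchmarks: high control S159A mutant with DMSO, low control median of compound wells.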
# SIAE inh: inhibitors of human sialic acid acetylesterase SIAE | Q9HAT2 | SIAE FP-Rh probe binding, fluorescence polarization | inhibition, % at 9.66 µM | hit rate 0.69% among 370,000 | AID 1053197;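 active = inhibition above a cutoff: mean of compounds within the control limits plus 3 SD of those, cut at about 17% in these data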;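 also: 0% = plate median of compound wells and 100% = probe without SIAE protein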
# rCAG binder: binds r(CAG) RNA repeats | r(CAG) RNA repeat, TO-PRO-1 dye displacement fluorescence | inhibition, % at 3 µM | hit rate 1.3% among 370,000 | AID 651821;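 active = inhibition above the plate cutoff, the mean of all test compounds on that plate plus 3 SD, cut at about 35% in these data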;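 also: 0% = DMSO alone and 100% = 100 µM mitoxantrone as full dye displacement; higher means more dye released from RNA so lower well fluorescence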
# MBD2 DNA inh: blocks human MBD2 binding to methylated DNA; Q9UBB5; TR-FRET, MBD2 binding to methylated oligonucleotide; inhibition, % at 4.4 µM; hit rate 0.31% among 370,000; AID 686964; in the data active = inhibition above about 13%
# HTRA1 inh: blocks human HTRA1 serine peptidase; Q92743; recombinant HTRA1, FP-rhodamine activity-based probe, fluorescence polarization; inhibition, % at 5.96 µM; hit rate 0.5% among 340,000; AID 504803; in the data active = inhibition above about 36%;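 also: 0% = enzyme with DMSO and 100% = wells lacking enzyme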
# TCR CD3 inh: human TCR-CD3 binding inhibition. TAMRA-labeled TCR probe fluorescence, biochemical. inhibition, % at 9.4 µM. hit rate 0.37% among 360,000; in the data active = inhibition above about 19%;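 also: recombinant mutant TCR 2C K166C tagged with TAMRA read by polarization; 0% = receptor in buffer alone and 100% = receptor with positive control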
# PRMT1 FP inh: PRMT1 (human) inhibition, primary screen | recombinant PRMT1, activity-based probe fluorescence polarization | inhibition, % at 2.79 µM | hit rate 1.3% among 370,000 | AID 652257;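 active = inhibition above about 21% made by adding two undisclosed values, limit read from the data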
# Target sequence (Q99873 whole entry, looked up): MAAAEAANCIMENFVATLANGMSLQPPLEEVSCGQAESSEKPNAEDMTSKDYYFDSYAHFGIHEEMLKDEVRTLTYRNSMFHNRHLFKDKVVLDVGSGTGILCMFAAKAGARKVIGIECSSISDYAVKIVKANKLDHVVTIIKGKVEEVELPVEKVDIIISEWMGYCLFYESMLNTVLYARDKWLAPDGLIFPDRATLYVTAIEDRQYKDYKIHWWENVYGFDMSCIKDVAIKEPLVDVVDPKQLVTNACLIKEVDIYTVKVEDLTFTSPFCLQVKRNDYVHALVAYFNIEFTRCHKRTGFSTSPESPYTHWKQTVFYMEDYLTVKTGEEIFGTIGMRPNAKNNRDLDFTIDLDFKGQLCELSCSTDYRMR
# TDP2 inh: blocks human TDP2 phosphodiesterase activity | hit rate 0.34% among 370,000 | inhibition, % at 12.8 µM | AID 720702 | O95551 | recombinant TDP2, T5PNP hydrolysis, p-nitrophenol absorbance 415 nm;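 active = inhibition above the mean of all tested compounds plus 3 SD, set per campaign, cut at about 25% in these data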;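 also: 0% = DMSO with enzyme and 100% = buffer with substrate but no TDP2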
# Target sequence (O95551 whole entry, looked up): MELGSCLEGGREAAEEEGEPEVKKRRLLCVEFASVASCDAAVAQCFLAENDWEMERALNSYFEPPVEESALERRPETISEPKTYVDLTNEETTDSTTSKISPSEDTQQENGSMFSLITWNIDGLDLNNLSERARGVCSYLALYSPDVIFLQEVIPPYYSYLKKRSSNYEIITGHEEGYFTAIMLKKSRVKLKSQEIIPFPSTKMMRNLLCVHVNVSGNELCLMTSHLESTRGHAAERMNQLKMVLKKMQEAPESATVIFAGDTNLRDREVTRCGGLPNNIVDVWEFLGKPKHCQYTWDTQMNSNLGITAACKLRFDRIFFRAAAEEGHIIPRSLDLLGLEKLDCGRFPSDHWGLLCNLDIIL
#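 Read-out basis: percent inhibition. System: recombinant human TDP2. Buffer or medium: Mg2+-containing Tris-HCl buffer, pH 7.5. Repeats: single replicate. Timing: reaction 2 h, 37 °C. Benchmarks: high control without enzyme, low control DMSO plus TDP2. Probe or stimulus: 5 mM T5PNP. Doses: 12.8 µM only. Measured by: epi absorbance of p-nitrophenol freed from T5PNP by hydrolysis.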
# LEDGF integ inh: blocks HIV-1 LEDGF/p75-dependent DNA integration; inhibition, % at 3.7 µM; TR-FRET IN-LEDGF/p75 DNA integration, Eu/Cy5; hit rate 0.64% among 370,000;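 active = inhibition above the screen-wide mean plus 3 SD, cut at about 13% in these data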;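 also: signal is the Cy5 over europium emission ratio at 671 and 618 nm; 0% = plate median of compound wells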
# An asterisk follows results filed as active; · = no result given. This is a subset; the hit share may differ from the screen's.
compound	PRMT1 FP inh	rCAG binder	SIAE inh	TDP2 inh	MBD2 DNA inh	mABHD4 FP	LEDGF integ inh	HTRA1 inh	NPR2 activator	TCR CD3 inh
Cc1cccc(OCC(=O)NC(Cc2c[nH]c3ccccc23)C(=O)O)c1C (stereo unspecified)	8	14	-6	-1	-4	-3	0	-9	-1	-11
Cc1ccc(-c2cc(C(=O)N3CCc4ccccc4C3)no2)cc1	4	1	-6	-9	5	-8	-2	-9	4	-5
COc1ccc(NC(=O)CSc2nnc(C)n2C2CC2)cc1S(=O)(=O)N1CCOCC1	-5	8	-6	-13	3	-4	8	5	2	-5
COc1cccc(C(=O)COC(=O)c2ccc(NC(=O)c3ccccc3)cc2)c1	-4	1	4	6	0	-1	-4	-8	1	5
O=C(CSc1ccc2nnc(-c3cccnc3)n2n1)N1CCOCC1	9	2	-1	-1	1	-4	1	0	2	-5
C=C(C)COc1ccc2c(C)c(CCC(=O)NC3CC3)c(=O)oc2c1	1	-5	2	-7	4	-4	-4	1	-3	2
CCOC(=O)n1c(=O)[nH]c2ccc(Br)cc21	-2	-1	-5	-5	-1	-7	8	1	-4	3
CS(=O)(=O)Nn1cnc2ccccc2c1=O	-3	2	-7	-2	0	4	0	0	2	7
Cc1ccc(NC(=O)C/C(N)=N/O)cc1C	0	2	2	1	0	3	1	3	2	4
COC(=O)c1cc(-c2ccc3c(c2)OCO3)nc2ccccc12	1	7	-4	-7	3	-1	2	-17	8	-2
CCN(CC)S(=O)(=O)c1ccc(N2CCOCC2)c(NCC(=O)Nc2ccc(F)cc2)c1	6	-2	-7	2	-2	7	1	-5	-3	2
COc1ccc(S(=O)(=O)N2CCOCC2)cc1NC(=O)[C@@H]1CCCN1C(=O)c1cccs1	4	6	-8	4	0	1	-4	-4	-2	-6
COc1ccc(C)cc1NC(=O)CSc1nnc(-c2ccc(C)cc2)o1	0	4	-12	-4	0	-3	-2	-11	-4	-1
CCOC(=O)C1=C(N)OC2=C(C(=O)CC(C)(C)C2)C1c1ccccc1OC (stereo unspecified)	-1	-4	3	-3	0	2	0	4	-2	1
Cc1c(C(=O)Nn2cnnc2)oc2ccccc12	-1	0	5	-8	-6	-2	3	0	-1	6
COCCCNC(=O)Cn1nnc(-c2ccc(NC(=O)c3ccc(F)cc3)cc2)n1	0	2	-24	-11	-3	3	-2	-5	3	1
COc1ccccc1NS(=O)(=O)c1cc(NC(=O)c2sccc2C)ccc1N1CCOCC1	4	8	-24	-1	5	-15	-1	-39	-4	-7
COc1ccc(SCC(O)Cn2c3ccccc3c3ccccc32)c(OC)c1 (stereo unspecified)	1	4	-2	-1	4	-19	1	·	-11	-3
CC(C)(C)c1ccc(CC(=O)N2CCC2(C)C(=O)NCCC#N)cc1 (stereo unspecified)	-1	-1	-2	-2	0	2	-2	·	4	5
CC(C(=O)c1ccc(-c2ccccc2)cc1)[n+]1cccc(Br)c1 (stereo unspecified)	5	3	-4	-5	5	1	-1	3	5	-4
COC(=O)c1ccc(CSc2nc3ccccc3c(=O)n2-c2ccccc2)o1	6	6	-8	-1	1	-11	1	-19	-5	0
COCCn1c(=NC(=O)CSCC(=O)N2CCOCC2)sc2cc(C)ccc21	1	-6	2	0	2	5	1	-1	5	-4
COc1ccc(OCCN2CCN(S(=O)(=O)c3ccccc3C#N)CC2)cc1	-1	-2	1	4	-6	-4	0	-5	7	4
CCCCCC[N+](C)(C)CCSSCC[N+](C)(C)CCCCCC	91*	3	-2	-9	-1	7	0	0	3	9
Cc1ccc(C(=O)NCC2CCCN2S(=O)(=O)c2ccc(C)cc2)cc1 (stereo unspecified)	0	-4	-4	0	-2	1	1	-17	2	4

# (next part)
compound	PRMT1 FP inh	rCAG binder	SIAE inh	TDP2 inh	MBD2 DNA inh	mABHD4 FP	LEDGF integ inh	HTRA1 inh	NPR2 activator	TCR CD3 inh
CCNc1c(N)c(=O)oc2ccccc12	3	3	3	-9	4	3	-2	1	-5	2
O=C(N/N=C/c1ccccc1O)C1SCCCS1	-3	-1	0	1	2	-3	-1	-4	1	4
CCCCN(C(=O)c1cc2ccccc2o1)c1c(N)n(CCCC)c(=O)[nH]c1=O	-1	7	1	-1	3	3	1	-2	2	-8
CC(C)C(NS(=O)(=O)c1cccc2nsnc12)C(=O)NCc1ccco1 (stereo unspecified)	-2	-1	-5	6	-2	2	0	3	5	-2
O=C(CCNS(=O)(=O)c1ccc(Br)s1)NCc1ccc(F)cc1	1	-1	-3	3	2	-1	-3	-7	2	4
COc1cc([C@@H]2c3cc4c(cc3[C@@H](O)[C@H]3COC(=O)[C@H]23)OCO4)cc(OC)c1O[Si](C)(C)C(C)(C)C	-2	-1	-17	7	-6	-6	0	-13	4	0
CCOc1ccc(N(CC)S(=O)(=O)c2c(C)[nH]c(=O)[nH]c2=O)cc1	-2	1	-2	11	0	2	-2	0	2	2
CCOc1ccc(NC(=O)C2CCC(CNc3c(N4CCCCC4)c(=O)c3=O)CC2)cc1 (stereo unspecified)	0	-2	11	-1	-5	0	1	6	1	1
CCC(C)c1ccc(NC(=S)NCc2ccccn2)cc1 (stereo unspecified)	12	-1	-1	4	-1	3	1	3	4	7
COC(=O)c1cc(Cl)c(NC(=O)c2cc3ccccc3o2)cc1OC	-2	1	-4	3	3	-1	3	-2	3	-1
Cc1cccc(C)c1NC(=O)CN(C)C(=O)c1ccc(-c2cccc(C(F)(F)F)c2)o1	-6	-8	1	-9	-1	-8	5	-4	0	9
NNC(=O)c1[nH]c2ccc(Br)cc2c1-c1ccccc1	1	5	-16	0	0	-1	-4	-6	-8	3
CNC(=O)CN1C(=O)CSc2ncccc21	-3	3	-6	-14	3	-7	2	-8	-7	8
COc1cc(NC(=O)CSc2nc3ccccc3n2-c2ccccc2)c(C)cc1[N+](=O)[O-]	1	18	-5	-4	2	-2	-3	-1	-3	5
CCOc1ccc(CCNC(=O)COC(=O)c2sccc2C)cc1OCC	4	-5	3	3	4	2	1	-3	0	0
CCOC(=O)c1cn[nH]c1N	2	0	0	-9	-4	-1	-3	-6	9	1
O=C(Cn1c(=O)c2cccn2c2ccccc21)NCCc1ccc(Cl)cc1	-2	2	-8	-13	-7	-5	1	1	-2	0
CC(=O)C1=C(O)C(=O)N(Cc2ccccc2)C1c1ccc(Cl)cc1 (stereo unspecified)	-3	-1	-4	-1	-2	-2	2	0	6	2
CCCCCCCCN1C(=O)[C@@H](CC(=O)NCc2ccc(OC)c(OC)c2)C[C@@]2(C(=O)OC)C1=C[C@H](C(C)(C)C)O[C@@H]2C	5	10	-6	-1	-2	-1	-1	·	3	-3
C=CC[C@@]1(c2ccc(Br)cc2OC)Oc2ccccc2-c2nccnc21	1	6	0	1	2	-5	-1	·	-15	·
COc1ccccc1C(=O)Nc1ccncc1	2	-4	-2	3	6	8	1	3	-1	-2
COCCN=c1scc(-c2cccs2)n1/N=C(\C)c1ccco1	2	4	14	-3	0	0	4	-15	2	-5
CCN(CC)S(=O)(=O)c1cc(OC)c(Cl)cc1Cl	-1	-6	0	-13	-2	5	12	-7	6	-1
COc1cc(NC(=O)Cc2ccccc2)ccc1NC(=O)Cc1ccccc1	-3	-3	-6	-8	-2	-4	6	0	0	0
CCOC(=O)N1CCN(C(=O)c2cc3cc(Br)ccc3oc2=O)CC1	1	-3	1	-3	2	-1	0	7	0	2

# 2 of these compounds, reformatted:
COC(=O)c1cc(Cl)c(NC(=O)c2cc3ccccc3o2)cc1OC
  PRMT1 FP inh = -2
  rCAG binder = 1
  SIAE inh = -4
  TDP2 inh = 3
  MBD2 DNA inh = 3
  mABHD4 FP = -1
  LEDGF integ inh = 3
  HTRA1 inh = -2
  NPR2 activator = 3
  TCR CD3 inh = -1
Cc1cccc(C)c1NC(=O)CN(C)C(=O)c1ccc(-c2cccc(C(F)(F)F)c2)o1
  PRMT1 FP inh = -6
  rCAG binder = -8
  SIAE inh = 1
  TDP2 inh = -9
  MBD2 DNA inh = -1
  mABHD4 FP = -8
  LEDGF integ inh = 5
  HTRA1 inh = -4
  NPR2 activator = 0
  TCR CD3 inh = 9

# (further entries)
compound	PRMT1 FP inh	rCAG binder	SIAE inh	TDP2 inh	MBD2 DNA inh	mABHD4 FP	LEDGF integ inh	HTRA1 inh	NPR2 activator	TCR CD3 inh
CN(CC(=O)Nc1c(Cl)cccc1Cl)C(=O)CNC(=O)c1ccco1	-4	3	0	2	5	7	-1	0	5	3
CCN(CC(=O)Nc1ccccc1C(F)(F)F)C(=O)CN1C(=O)NC2(CCCC2)C1=O	-1	0	5	-6	1	-5	3	3	1	-11
COc1ccc(-c2[nH]ncc2CN(C)CCc2c(C)n[nH]c2C)c(F)c1	-3	-1	4	-3	2	1	6	-1	0	3
Cc1c(C(=O)O)cccc1-c1ccc(C=O)o1	4	4	7	-18	2	-4	4	3	4	-5
CCOC(=O)c1c(C)[nH]c(C)c1S(=O)(=O)N(C)Cc1ccco1	-2	1	-6	-24	-7	-4	4	5	4	0
C[C@@H]1C[C@@H]2OC(=O)[C@]3(C)[C@H]2[C@@H](OC3(C)O)[C@]2(C)C(=O)C=C[C@H]12 (stereo partly specified)	-1	5	-9	-10	-2	-4	-2	-4	2	2
CCc1ccc(N2CC(C(=O)NC3CCCCC3C)CC2=O)cc1 (stereo unspecified)	2	-5	0	6	1	2	0	-9	1	3
NS(=O)(=O)c1ccc(CCNC(=O)CN2CCCCCC2)cc1	-1	2	-2	5	2	3	2	0	9	-1
COC(=O)CCCNC(=O)c1ccc(OS(=O)(=O)c2cc([N+](=O)[O-])ccc2C)cc1	-2	2	-5	-2	-1	-2	5	-3	2	4
N#Cc1c(F)cccc1N1CCOCC1	-1	1	1	7	-2	5	2	0	8	3
COc1ccc(NS(=O)(=O)c2cccc(C(=O)NNC(=O)c3ccc(Br)o3)c2)cc1	-5	5	-2	-10	-6	1	0	7	0	11
C/C(N)=C(/C#N)C(=O)CSc1nnc(Nc2ccccc2)s1	2	6	-1	3	-2	4	-1	-5	-3	1
CC1(C)NC(=S)NC1=S	-10	0	-2	0	0	5	1	2	2	3
Cc1ccccc1S(=O)(=O)Cc1ccc(C(=O)NC2CCCC2)o1	9	4	-1	-7	-4	14	-6	-3	6	1
COC(=O)c1nc(NC(=O)c2ccc(Br)cc2)n[nH]1	3	3	0	-3	0	-8	0	1	9	-4
O=S(=O)(c1ccc(C2CCCCC2)cc1)N1CCN(c2ncccn2)CC1	0	-2	-4	15	0	5	2	-7	1	-3
CC1CCC2C(=O)N(c3ccc(NC4CCN(Cc5ccccc5)CC4)c([N+](=O)[O-])c3)C(=O)C2C1 (stereo unspecified)	1	-2	5	5	-9	1	-3	4	1	7
Cn1nnnc1SCC(=O)c1c(N)n(C2CC2)c(=O)[nH]c1=O	-8	-2	2	6	-5	7	4	2	-4	7
Cc1ccc(N(C(C)C(=O)O)S(=O)(=O)c2cccnc2)cc1 (stereo unspecified)	-9	5	-1	6	0	3	5	1	6	-1
Nc1nc(-c2cccc(F)c2)cs1	16	-3	3	-7	4	0	-6	3	3	7
Cc1ccsc1-c1n[nH]c(=S)n1C1CCCCC1	1	2	4	15	2	-2	1	9	5	8
